# CRE-bla Fsk = modulators of forskolin-stimulated CRE signaling in CHO cells; CHO CRE-bla reporter (cAMP response element driving beta-lactamase), forskolin EC10, beta-lactamase ratio; 71,000 tested, 2.5% active; AID 662; Potency, µM (top dose mostly 38.2 µM), for the others: at the top dose activity change, negative = inhibition, hits mostly activators; active = well fitted activation curve with a large enough effect in the signal ratio, with a control signal flat, not every such curve was filed as active; inconclusive = small, poorly fitted or top-dose-only effect, or effect the other way, or a change in a side signal; the % refers to the signal ratio; note: potency is the fitted concentration of half-maximal effect; % of control where 0% means no effect
#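 Modulation of forskolin signalling: compounds in titration series added with EC10 NKH 477 to CHO cells carrying a CRE-driven beta-lactamase reporter, 3 h, 37C. CCF4 FRET ratio (460/530 nm, ex 405 nm) gives %activity and AC50.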
# BRCT PPI green = BRCA1 BRCT-phosphoprotein interaction inhibition | BRCA1 BRCT-phosphopeptide binding, green fluorescence polarization | Potency, µM (titrated, usually from 76.9 µM), without a hit: at the highest dose activity change, negative = inhibition, usual class: inhibitors | 75,000 tested, 0.05% active | AID 875;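 note: potency is the fitted concentration of half-maximal effect; plate controls were peptide without protein for full effect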
#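 Fluorescence polarization: His-tagged BRCT (~35 kDa BRCA1 C-terminus, 250 nM) bound to 100 nM fluorescein-labeled phosphorylated 10-aa BACH1 peptide, pH 7.3 phosphate buffer with DTT and Tween 20. Compounds incubated 12 min at room temperature; inhibition read as lowered polarization.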
# Hsp90 Hop PPI = changes Hsp90-Hop TPR2A binding signal, up or down; AlphaScreen TPR2A-His6 binding biotin-Hsp90 C-terminal peptide; Potency, µM (titrated, usually from 57 µM), for inactives: at the top dose activity change, negative = inhibition; 71,000 tested, 0.44% active; AID 595; active = well fitted curve in either direction with a large enough effect; inconclusive = small, poorly fitted or top-dose-only effect, or another doubt; note: potency is the fitted concentration of half-maximal effect; % is set by controls: 0 for no effect and ±100 for the full control effect; many of its hits are not listed in these tables
# BRCT PPI red = BRCT-phosphoprotein interaction inhibition (red fluorophore); P38398; BRCT-phosphopeptide binding, red fluorescence polarization; Potency, µM (doses to about 76.9 µM), for inactives: at the highest dose activity change, negative = inhibition, hits mostly inhibitors; AID 892; 75,000 tested, 0.03% active; note: % is set by controls: 0 for no effect and ±100 for the full control effect
#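 Rhodamine-labelled pBACH1 10-mer (100 nM) bound to BRCT domain (100 nM) at pH 7.3; compounds incubated 12 min room temperature, polarization read. Free peptide defines full inhibition; unlabelled decapeptide titrated as control.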
# DNA Pol III inh = inhibitors of bacterial DNA polymerase III holoenzyme; reconstituted DNA polymerase III holoenzyme replication, biochemical; Potency, µM (top dose mostly 57.1 µM), inactives show at the highest dose activity change, negative = inhibition; 71,000 tested, 0.25% active; AID 603; note: potency is the fitted concentration of half-maximal effect; % is set by controls: 0 for no effect and ±100 for the full control effect
#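 Reconstituted *E. coli* holoenzyme (0.35 nM Pol III, 1 nM beta, 154 nM SSB, 2 nM primase) was preincubated with compound for 15 min at RT. Synthesis on 1.4 nM ssM13Gori ran 35 min, then was stopped with PicoGreen/EDTA and read as dsDNA fluorescence.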
# HBB splice mod = alters splicing of the hemoglobin beta chain; 65,000 tested, 0.06% active; HBB splicing reporter cell assay, activation; EGFP reporter with mutant IVS2-654 intron; response scale: normalised to 500 nM splice-correcting PNA; Potency, µM (titrated, usually from 46.1 µM), inactives show top-dose activation, most hits filed as activators; note: potency is the fitted concentration of half-maximal effect; 0% is about no effect
#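 HeLa cells stably expressing EGFP interrupted by mutant beta-globin intron 2 (IVS2-654), 500/well in 2% FCS. Treated with compound for 2 days at 37C. Splicing correction scored as total well GFP intensity (488 nm excitation, 500-520 nm emission); 500 nM antisense PNA served as control.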
# ALOX15 inhib = inhibitors of human 15-lipoxygenase (ALOX15); AID 887; 74,000 tested, 1.4% active; Potency, µM (top dose mostly 57.1 µM), for inactives: at the highest dose activity change, negative = inhibition, actives largely listed as inhibitors; purified 15hLO-1, xylenol orange hydroperoxide absorbance; note: potency is the fitted concentration of half-maximal effect; % is set by controls: 0 for no effect and ±100 for the full control effect; nearly all actives have a fitted effect of over 55% in size
# Target sequence (P16050 whole entry, looked up): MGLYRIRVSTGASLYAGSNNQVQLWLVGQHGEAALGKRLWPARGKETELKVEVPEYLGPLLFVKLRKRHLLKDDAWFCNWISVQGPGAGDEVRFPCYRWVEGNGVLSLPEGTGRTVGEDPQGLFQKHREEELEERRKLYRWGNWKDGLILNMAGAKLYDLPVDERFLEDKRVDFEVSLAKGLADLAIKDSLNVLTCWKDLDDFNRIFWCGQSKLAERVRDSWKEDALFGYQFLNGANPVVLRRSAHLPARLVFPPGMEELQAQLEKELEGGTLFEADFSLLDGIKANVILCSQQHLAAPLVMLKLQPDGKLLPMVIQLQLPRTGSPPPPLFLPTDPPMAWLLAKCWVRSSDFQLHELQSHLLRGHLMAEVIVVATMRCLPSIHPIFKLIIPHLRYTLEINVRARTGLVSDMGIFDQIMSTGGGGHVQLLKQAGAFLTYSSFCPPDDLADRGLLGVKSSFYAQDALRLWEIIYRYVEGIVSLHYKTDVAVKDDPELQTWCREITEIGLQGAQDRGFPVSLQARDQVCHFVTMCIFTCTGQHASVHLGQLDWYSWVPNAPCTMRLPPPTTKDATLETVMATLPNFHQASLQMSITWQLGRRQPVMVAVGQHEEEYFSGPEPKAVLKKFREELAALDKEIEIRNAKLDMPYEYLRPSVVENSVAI
#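 40 nM 15hLO-1 + cpd, 15 min RT; start w/ 50 uM AA (final), 6 min RT; stop/detect w/ 200 uM XO + 300 uM Fe(II) in 50 mM H2SO4, 30 min; A573/A405. Buffer 25 mM Hepes pH 7.5, 0.01% Triton X-100. No-enzyme wells as negative control.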
# HADH2 inh = blocks human hydroxyacyl-CoA dehydrogenase type II; Q99714; recombinant HADH2, NADH fluorescence, beta-hydroxybutyryl-CoA; Potency, µM (series often up to 57.1 µM), for the others: top-dose activity change, negative = inhibition, usual class: inhibitors; 73,000 tested, 3.4% active; note: potency is the fitted concentration of half-maximal effect; % is set by controls: 0 for no effect and ±100 for the full control effect; nearly all actives have a fitted effect of over 60% in size; many of its hits are not listed in these tables
# Target sequence (Q99714 whole entry, looked up, one chain of several): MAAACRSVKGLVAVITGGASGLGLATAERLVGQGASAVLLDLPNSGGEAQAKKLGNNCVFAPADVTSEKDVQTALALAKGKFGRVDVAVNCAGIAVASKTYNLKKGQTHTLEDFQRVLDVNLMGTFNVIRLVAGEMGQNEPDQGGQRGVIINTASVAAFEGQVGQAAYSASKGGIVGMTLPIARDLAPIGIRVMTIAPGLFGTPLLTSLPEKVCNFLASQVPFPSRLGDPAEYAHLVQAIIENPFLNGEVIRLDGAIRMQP
#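 Read-out: 360 nm excitation, 450 nm emission, kinetic over 4 min. Conditions: His-tagged human HADH2 20 nM, pH 9.0 Tris with Tween-20, 1 mM NAD+, 90 uM beta-hydroxybutyryl-CoA.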
# USP2a inh = inhibitors of human ubiquitin-specific protease USP2a; AID 927; O75604; USP2a enzymatic assay, qHTS inhibition; Potency, µM (series often up to 38.3 µM), for inactives: at the highest dose activity change, negative = inhibition, most hits filed as inhibitors; 60,000 tested, 0.1% active;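 note: potency is the fitted concentration of half-maximal effect; nearly all actives have a fitted effect of over 60% in size; plate controls were DMSO for no effect and NEM full inhibition control for full effect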
#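 20 nM USP2 core + cpd, 30 min RT; add 20 nM Ub-PLA2/20 uM NBD C6-HPC; read Ex460/Em535 at 0 h and 2.5 h. Normalized to NEM; qHTS curve fit/classification.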
# GFP derepression = epigenetic modulators derepressing GFP locus in mouse cells | AID 597 | mouse C127i GFP locus derepression, cytometry, 30 h | 68,000 tested, 0.09% active | Potency, µM (highest dose often 46.1 µM), for the others: at the top dose GFP derepression (activation); note: % of control where 0% means no effect
#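 Murine C127i mammary cells carrying a silenced, stably integrated CMV-driven GFP reporter were treated with compound for 30 hours at 37 C. After PBS washes, GFP-positive cells were counted by laser-scanning microplate cytometry.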
# UbGFP stabilizer = proteasome inhibitors stabilizing ubiquitin-GFP reporter | Ubiquitin-GFP reporter cells, proteasome inhibition, GFP fluorescence; response scale: untreated = 0%, 10 µM MG-132 = 100% | Potency, µM (highest dose often 45.9 µM), inactives show top-dose activation (GFP accumulation), usual class: activators | 67,000 tested, under 10 active | AID 526; active = well fitted activation curve with a large enough effect, not every such curve was filed as active; inconclusive = small, poorly fitted or top-dose-only effect, or another doubt; inactive = no such curve, though single readings can be large or run the other way; note: potency is the fitted concentration of half-maximal effect
#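 U2OS Ub(G76V)-GFP reporter; O/N plating, 0.5% FBS; cpd 46 uM–2.9 nM, 4 h, 37 °C; GFP+ cell count, 488/515 nm; norm. to basal vs 10 uM MG-132; CRC fit.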
# * marks the source's active call; other numbers are inactive results; ? = inconclusive; nt = not tested or not shown; [ ] = remark or other dose. Unless noted, calls come from the whole dose curve; as a rule, active = well fitted curve in the direction sought with a large enough effect; inconclusive = small, poorly fitted or top-dose-only effect, or another doubt; inactive = no such curve, though single readings can be large; an effect the other way counts as inactive or inconclusive. A portion of the library, so the mix of outcomes need not match the whole.
SMILES,CRE-bla Fsk,BRCT PPI green,Hsp90 Hop PPI,BRCT PPI red,DNA Pol III inh,HBB splice mod,ALOX15 inhib,HADH2 inh,USP2a inh,GFP derepression,UbGFP stabilizer
COc1ccc2c(c1)CCC1[C@@H]2CCC2(C)[C@@H](NCCCCCCN3C(=O)C=CC3=O)CC[C@@H]12 (some centres undefined),-15%,-4.0%,-9%,-0.9%,-4%,nt,13µM*,9%,nt,0%,4%
COc1ccc(N2C(=O)CC(N3CC=C(c4ccccc4)CC3)C2=O)cc1 (centres undefined),?,-0.9%,-9%,-0.2%,-2%,0.3%,?,5%,nt,-3%,-6%
CN1C(=O)C(Cc2ccc3c(c2)OCO3)C(=O)N(C)C1=O,1%,0.2%,-4%,-0.6%,-8%,-1.1%[9.22 µM],-13%,?,9%,9%,12%
COc1ccc(C(=O)c2c(C)n(CCN3CCOCC3)c3cc(I)ccc23)cc1,?,0.7%,-7%,-1.2%,-2%,nt,-11%[25.6 µM],1%,nt,1%,2%
CN(C)CCCNc1c2c(nc3ccc(Cl)cc13)CCCC2,1%[7.6 µM],-0.7%[15.4 µM],1%[11 µM],-0.5%[15.4 µM],-10%[11.4 µM],2.0%[9.22 µM],11%[11.4 µM],17%[11.4 µM],nt,2%[9.22 µM],-2%[9.17 µM]
O=C(Oc1ccccc1)N1CCC2(CC1)CN(Cc1ccncc1)C2,-14%,-0.2%,-1%,-0.4%,-2%,4.7%,-1%,7%,33%[activator],5%[9.22 µM],-4%
COc1ccc(S(=O)(=O)Cc2ccc(C(=O)N3CCC4(CC3)OCCO4)o2)cc1,?,-0.1%,0%,-0.1%,0%,1.4%[1.84 µM],0%,-5%,5%,0%,1%
O/N=C/c1c[nH]c2ccccc12,?,-1.0%,0%,-2.4%,-1%,-0.2%,3%,-22%,nt,-1%,-12%
CC(Cc1ccccc1)[n+]1cc(/N=C(\N)[O-])on1 (centres undefined),-2%,2.2%,2%,-1.0%,-2%,1.2%,-2%,4%,-4%,-3%,10%
COC(=O)Nc1nc2ccccc2[nH]1,-17%,-0.2%,-2%,0.7%,3%,-0.9%,1%,-2%,nt,nt,nt

# Looked up one by one from above (two):
SMILES,CRE-bla Fsk,BRCT PPI green,Hsp90 Hop PPI,BRCT PPI red,DNA Pol III inh,HBB splice mod,ALOX15 inhib,HADH2 inh,USP2a inh,GFP derepression,UbGFP stabilizer
COc1ccc(N2C(=O)CC(N3CC=C(c4ccccc4)CC3)C2=O)cc1 (centres undefined),?,-0.9%,-9%,-0.2%,-2%,0.3%,?,5%,nt,-3%,-6%
COc1ccc(S(=O)(=O)Cc2ccc(C(=O)N3CCC4(CC3)OCCO4)o2)cc1,?,-0.1%,0%,-0.1%,0%,1.4%[1.84 µM],0%,-5%,5%,0%,1%

# The results go on:
SMILES,CRE-bla Fsk,BRCT PPI green,Hsp90 Hop PPI,BRCT PPI red,DNA Pol III inh,HBB splice mod,ALOX15 inhib,HADH2 inh,USP2a inh,GFP derepression,UbGFP stabilizer
COC(=O)/C=C\C(=O)N[C@@H]1CC[C@@]2(O)[C@H]3Cc4ccc(O)c5c4[C@@]2(CCN3CC2CC2)[C@@H]1O5,?,-0.1%,-1%,-1.8%,-3%,nt,-28%[25.6 µM],18%,nt,4%,-1%
CCSc1nnc([C@@H](N)Cc2c[nH]c3ccccc23)o1,3%,-3.1%,0%,-0.4%,1%,3.0%[1.84 µM],-1%,-2%,5%,-2%,-4%
O=C1C[C@@H]2OCC=C3CN4CC[C@]56c7ccccc7N1[C@H]5[C@@H]2[C@H]3C[C@@H]46,?,nt,-6%,nt,-5%,nt,nt,7%,nt,9%[9.22 µM],-1%
CNP(=S)(NC)OCCOc1ccc(OC)cc1,2%,1.9%,0%,0.6%,-8%,1.8%[0.369 µM],0%,-12%,0%,-4%,nt
CC(=NCCCN1CCOCC1)c1c(O)n(Cc2ccccc2)c(=O)[nH]c1=O,?,2.8%,-1%,0.2%,-4%,0.6%[57.5 µM],5%,3%,6%,0%,3%
C=CCc1ccc2c(c1)OCO2,-6%,-1.9%,-3%,-0.5%,2%,0.9%,-11%,-2%,-10%,nt,nt
Cc1ccc2nc3c(cc2c1)CC1(C(=O)N(C)C(=O)N(C)C1=O)C1COCCN31 (centres undefined),-30%,1.0%,-9%,0.8%,-14%,1.0%,-10%,5%,8%,-3%,3%
O=C1OCCN1P(=O)(c1ccccc1)c1ccccc1,-3%,-1.1%,1%,-1.5%,-6%,-3.9%,6%,-6%,-2%,0%,-3%
CCN(CC)CCCN=C(C)c1c(O)n(-c2ccc(C)cc2)c(=O)[nH]c1=O,-2%,-2.1%,-1%,0.4%,-6%,2.4%[0.369 µM],5%,7%,-6%,4%,-3%
Nc1cccc(Cl)c1,-10%,-0.9%,-3%,-0.1%,-5%,0.6%,-7%,-5%,nt,nt,nt

# Single records, from the list above.
# Listed for COC(=O)/C=C\C(=O)N[C@@H]1CC[C@@]2(O)[C@H]3Cc4ccc(O)c5c4[C@@]2(CCN3CC2CC2)[C@@H]1O5 → CRE-bla Fsk = ?; BRCT PPI green = -0.1%; Hsp90 Hop PPI = -1%; BRCT PPI red = -1.8%; DNA Pol III inh = -3%; HBB splice mod = nt; ALOX15 inhib = -28%[25.6 µM]; HADH2 inh = 18%; USP2a inh = nt; GFP derepression = 4%; UbGFP stabilizer = -1%
# Listed for CNP(=S)(NC)OCCOc1ccc(OC)cc1 → CRE-bla Fsk = 2%; BRCT PPI green = 1.9%; Hsp90 Hop PPI = 0%; BRCT PPI red = 0.6%; DNA Pol III inh = -8%; HBB splice mod = 1.8%[0.369 µM]; ALOX15 inhib = 0%; HADH2 inh = -12%; USP2a inh = 0%; GFP derepression = -4%; UbGFP stabilizer = nt

# Following part:
SMILES,CRE-bla Fsk,BRCT PPI green,Hsp90 Hop PPI,BRCT PPI red,DNA Pol III inh,HBB splice mod,ALOX15 inhib,HADH2 inh,USP2a inh,GFP derepression,UbGFP stabilizer
Cc1sc2ncn(CC(=O)NCC(=O)N3CCC4(CC3)OCCO4)c(=O)c2c1C,5%,-1.3%,-2%,1.6%,0%,-0.5%,-1%,-1%,4%,-4%,3%
CCc1ccc(CCN2CCCCC2)nc1,-5%[7.6 µM],0.7%[15.4 µM],-5%[11 µM],0.1%[15.4 µM],-3%[11.4 µM],3.7%[9.22 µM],6%[11.4 µM],2%[11.4 µM],nt,7%[9.22 µM],10%[9.17 µM]
CN1C(=O)CCS(=O)(=O)[C@@H]1c1ccc(Cl)cc1,-5%[17.1 µM],-3.1%[34.4 µM],-1%[26 µM],-1.3%[34.4 µM],-1%[25.6 µM],0.0%[20.6 µM],1%[25.6 µM],-1%[25.6 µM],-12%[17.1 µM],0%[20.6 µM],0%[20.5 µM]
Oc1cc(Cl)cc(Cl)c1Cl,11%,0.3%,-1%,-1.9%,-1%,-1.1%,-8%,?,nt,nt,nt
CC1OC(NCCc2ccccc2)C(O)C(O)C1O (centres undefined),-6%,-0.6%,-5%,-1.3%,3%,0.4%,5%,5%,-7%,2%,9%
O=S(=O)(O)c1cc(O)ccc1O,-4%[17.1 µM],-0.4%[34.4 µM],-1%[26 µM],-0.7%[34.4 µM],6%[25.6 µM],-0.4%[20.6 µM],-5%[25.6 µM],0.25µM*,-4%[17.1 µM],0%[20.6 µM],4%[20.5 µM]
O/N=C1\CCC2CN(C3CCCCC3)CC2C1 (centres undefined),-4%,-0.4%,-2%,1.1%,4%,-5.7%,-2%,-4%,0%,0%,-9%
O/N=C1/C(=C\c2ccccc2)N2CCC1CC2,9%,-1.2%,-2%,-0.1%,-3%,0.1%[57.5 µM],10%,-8%,-6%,0%,4%
CC12CN3CC(C)(CN(C1)C3c1ccco1)C2=O (centres undefined),2%,-0.7%,-3%,2.3%,2%,1.7%,7%,0%,-2%,8%,11%
O=P(O)(O)/C=C(\Cl)c1ccccc1,-3%,-1.6%,-2%,1.3%,0%,2.0%,6%,1%,-3%,0%,-1%
O=S(=O)(c1ccccc1)N1CN2CCN(C2)C1,1%,-1.7%,1%,0.4%,-6%,-4.9%,5%,6%,-10%,4%,-3%

# Assay outcomes from PubChem.
